High-throughput results: PubChem BioAssay, several laboratories
Rpn11 block: blocks the human proteasome subunit Rpn11; O00487; human 26S proteasome, Ub4-pepOG fluorescence polarization; 20S core pre-blocked with epoxomicin; calls only at 20 µM; hit rate 0.59% among 360,000;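 active = inhibition at 20 µM, scaled to each plate's controls, above about 33%, limit read from the data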
Target sequence (O00487 whole entry, looked up): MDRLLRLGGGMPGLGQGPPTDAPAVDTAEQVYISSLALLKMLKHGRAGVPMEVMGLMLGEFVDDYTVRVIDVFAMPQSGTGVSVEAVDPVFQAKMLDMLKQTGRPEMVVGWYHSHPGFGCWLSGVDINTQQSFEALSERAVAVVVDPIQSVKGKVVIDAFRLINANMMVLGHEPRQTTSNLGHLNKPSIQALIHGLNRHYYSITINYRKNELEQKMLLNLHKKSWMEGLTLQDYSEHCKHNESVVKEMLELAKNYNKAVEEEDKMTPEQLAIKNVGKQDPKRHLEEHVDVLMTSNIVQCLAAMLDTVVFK
CSN inh: inhibitors of human CSN-mediated cullin deneddylation; Q92905; Purified CSN, SCF-Nedd8-OG deneddylation, fluorescence polarization; inhibition, % at 12.5 µM; hit rate 0.38% among 360,000;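 active = pattern-corrected inhibition above about 35%, with an unprinted fluorescence ratio check between 0.5 and 1.5, limit read from the data, passing the limit was not always enough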;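 also: 0% = enzyme with substrate and 100% = substrate without enzyme; some results filed as inactive read as strong as hits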
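Assay system: purified human Csn5 enzyme expressed in HEK293T cells; measure: % inhibition; also added: SCFSkp2-Nedd8OG substrate at 10 nM final; technique: fluorescence polarization; times: reaction 90 min, room temperature; medium: Tris buffer pH 7.5, NaCl, DTT, Tween-20, trehalose, ovalbumin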
MT1-MMP act inh: blocks activation of human MT1-MMP; P50281; HT1080 RFP-PRO-GFP cells, GFP/RFP ratio fluorescence, overnight; percent of plate control window, DMSO zero; GFP/RFP ratio change, % at 20 µM; hit rate 0.061% among 360,000;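 active = GFP/RFP ratio change of at least 30% with cell ATP level not reduced by more than half and red fluorescence within 50% of control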; also: strong numbers were not always called active
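Test system: HT1080 cells expressing an RFP-PRO-GFP fluorescent reporter construct / Compound dosing: single-point 20 µM compound, 1% DMSO / Schedule: cells overnight before dosing, compound overnight, 37 °C, 5% CO2 / Evaluation: GFP/RFP fluorescence ratio / Control set: DMSO and RFP-L50D-GFP cell wells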
SKN-1 block: C. elegans SKN-1 inhibition. hit rate 0.49% among 360,000. C. elegans VP596 Pgst-4::GFP/RFP ratio, acrylamide-induced, 24 h. inhibition, % at 21.8 µM;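 active = interference check ratio from 0.5 to 1.5 plus GFP to RFP signal ratio inhibition reaching or exceeding a fixed threshold, cut at about 30% in these data, passing the limit was not always enough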; also: some compounds called inactive have numbers as strong as hits
PABP1 MLLE inh: blocks PAM2 peptide binding to the PABP1 MLLE domain; hit rate 0.36% among 360,000; GST-MLLE / FITC-PAM2 fluorescence polarization; inhibition, % at 20 µM; in the data active = inhibition above about 35%, passing the limit was not always enough;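 also: plate controls were DMSO wells with GST-MLLE for no effect and wells lacking GST-MLLE protein for full effect; some results filed as inactive read as strong as hits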
Target sequence (P11940 whole entry, looked up, the tested form may be a part): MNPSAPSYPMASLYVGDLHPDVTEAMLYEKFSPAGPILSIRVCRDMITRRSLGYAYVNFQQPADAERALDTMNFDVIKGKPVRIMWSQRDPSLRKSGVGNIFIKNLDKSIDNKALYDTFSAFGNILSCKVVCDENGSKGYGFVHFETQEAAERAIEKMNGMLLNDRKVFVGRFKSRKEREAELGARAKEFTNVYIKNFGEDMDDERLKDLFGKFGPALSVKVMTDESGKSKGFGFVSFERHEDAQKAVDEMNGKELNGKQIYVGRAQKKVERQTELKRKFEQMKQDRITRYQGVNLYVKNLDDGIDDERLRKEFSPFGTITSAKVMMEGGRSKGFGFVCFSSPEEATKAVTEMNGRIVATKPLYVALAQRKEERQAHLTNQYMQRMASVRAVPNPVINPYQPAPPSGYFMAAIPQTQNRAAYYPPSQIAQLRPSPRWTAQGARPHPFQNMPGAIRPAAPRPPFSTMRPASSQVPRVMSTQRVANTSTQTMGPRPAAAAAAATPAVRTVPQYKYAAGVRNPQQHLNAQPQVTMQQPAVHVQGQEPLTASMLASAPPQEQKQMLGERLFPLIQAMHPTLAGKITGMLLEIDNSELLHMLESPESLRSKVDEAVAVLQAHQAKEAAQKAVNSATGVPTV
Neddyl block: cullin neddylation inhibition; P61081+Q13564; TR-FRET cullin neddylation, biochemical; calls only at 25 µM; hit rate 0.58% among 360,000; AID 651699; in the data active = inhibition above about 36%
FAS TE block: inhibitors of human fatty acid synthase thioesterase domain; recombinant FAS-TE, OMFH fluorogenic substrate, fluorescence endpoint; inhibition, % at 15 µM; hit rate 0.67% among 360,000; AID 602261;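 active = compounds whose normalised, plate-corrected inhibition of enzyme fluorescence in the single-dose primary screen is 50% or more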;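 also: 0% = DMSO with enzyme and 100% = substrate without enzyme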
Rin1-Abl PPI inh: human Rin1-Abl interaction inhibition | P00519+Q13671 | TR-FRET Rin1/Abl binding, biochemical | inhibition, % at 7.35 µM | hit rate 0.4% among 360,000; in the data active = inhibition above about 5%, passing the limit was not always enough
NadD inh: NadD (S. aureus) enzyme inhibition. purified NadD enzyme, colorimetric absorbance read-out. inhibition, % at 20 µM. hit rate 0.78% among 360,000. AID 602399; in the data active = inhibition above about 26%; also: some compounds past the cut are filed as inactive
Active calls of the source: *; i = inactive; . = not tested or not shown; + = active, no number; & = joins results of further samples.

SMILES	Rpn11 block	CSN inh	MT1-MMP act inh	SKN-1 block	PABP1 MLLE inh	Neddyl block	FAS TE block	Rin1-Abl PPI inh	NadD inh
C=CCCC(=O)N1CCC(n2nccc2NC(=O)CCCc2ccccc2)CC1	i	-3	-4	16	-2	i	-4	5	1
CCN(CC)CCCNC(=O)CC1Sc2ccccc2NC1=O (stereo not given)	i	-2	0	19	-2	i	-1	4	-2
CC1CCN(S(=O)(=O)c2ccc(NC(=O)C3CCCCC3C(=O)O)cc2)CC1 (stereo not given)	i	-4	-1	-4	9	i	0	5	0
CSc1nc(NCC(C)O)c2c3c(sc2n1)CN(C)CC3 (stereo not given)	i	-2	-3	6	14	.	-2	-1	-10
C#CCOCCOCCOCCNc1nc(N2CCN(C(=O)CCCCCCCCCCNC(=O)Cn3cc(CCCCCN)nn3)CC2)nc(N2CCN(C(=O)CCCCCCCCCCNC(=O)[C@H](CO)n3cc(CCCSC)nn3)CC2)n1	i	89*	7	-6	8	i	-114	10	47*
CSc1ccccc1C(=O)N1CCN(c2ccc(F)cc2)CC1	i	-3	-5	-9	-17	i	-7	-4	-3
CCOC(=O)CNC(=O)OC1CCN2Cc3ccccc3N=C12 (stereo not given)	i	-2	1	16	-11	i	-3	1	-2
Cc1ccc(-c2nc(SCC(=O)N(C)C3CCS(=O)(=O)C3)[nH]c2-c2ccc(C)cc2)cc1 (stereo not given)	i	-6	2	34	-71	i	21	-1	-10
COc1cc(S(=O)(=O)N(Cc2cccnc2)Cc2ccco2)ccc1-n1cnnn1	i	0	-2	4	-10	i	2	2	4
C/C(=N/NC(=O)c1ccccn1)c1ccncc1	i	-3	1	26	2	i	-8	1	3
O=C(CCn1c(=S)oc2ccccc21)NCCC1=CCCCC1	i	-2	-1	10	-3	i	1	-2	-9
Cc1cc(C)n(CC(C)C(=O)O)n1 (stereo not given)	i	-8	2	-12	19	i	-1	2	-5
CCOc1ccc(CCNS(=O)(=O)c2cc3c(cc2C)NC(=O)CO3)cc1OCC	i	-2	3	9	-2	i	-5	-2	-6
O=C(Nc1ccc(Cl)cc1)C1CCN(C(=O)c2cccs2)CC1	i	4	-1	-7	-12	i	-1	0	0
Cc1nnc(SCC(=O)Nc2ccc(O)cc2)c2ccccc12	i	-4	4	5	2	i	-3	1	-2
COc1ccc(NC(=O)c2sccc2SCC#N)cc1	i	4	-2	10	2	i	-2	3	1
COc1ccc(/C=C/C(=O)N2CCN(c3ccccn3)CC2)c2ccccc12	i	-7	2	13	8	i	20	-1	-1
C/C(=N\NC(=S)NCc1ccccc1)c1ccc(C(C)(C)C)cc1	i	-14	-1	6	25	i	37	-3	4
O=C(COC(=O)C1C2CC3OC(=O)C1C3C2)Nc1cccc(C(F)(F)F)c1 (stereo not given)	i	0	-2	-17	-4	i	-5	0	-6
Cc1ccc(CN(C(=O)c2csnn2)C(C(=O)NC2CCCC2)c2cccnc2)cc1 (stereo not given)	i	5	0	-1	17	i	-1	0	3
O=C(Nc1cccc2ccccc12)c1ccc(Cn2cc(Cl)cn2)cc1	i	-1	0	-13	5	i	14	1	-6
CC(=O)Nc1ccc(Sc2ncccc2C(=O)Nc2ccc(OC(F)(F)F)cc2)cn1	i	-2	-8	3	-11	i	-11	-1	3
COCCNC(=O)C(C)OC(=O)c1cc2occc2n1C (stereo not given)	i	5	1	10	-7	i	-4	2	3
COC(=O)C1(C)NC(c2cccc(C)c2)C2C(=O)N(c3ccc(F)cc3)C(=O)C21 (stereo not given)	i	6	15	1	8	i	-1	-2	5
OC1(c2ccc(Cl)cc2)CCN(Cc2cn[nH]c2-c2ccccc2)CC1	i	3	6	4	14	i	-7	1	-6
CCCOC(=O)C1C2C=CC(C3CC23)C1C(=O)OCC(=O)c1ccccc1 (stereo not given)	i	0	-3	-5	-5	i	14	1	-9
CC(=O)N1CCC(N(CCCOC(C)C)C(=O)Nc2ccc(C)c(C)c2)CC1	i	-1	1	10	-10	i	-1	-4	8
CCOc1ccccc1NC(=O)c1ccc(F)c(S(=O)(=O)N2CCC3(CC2)OCCO3)c1	i	0	0	-4	-8	i	15	-3	-8
Cn1c(C23CC4CC(CC(C4)C2)C3)n[nH]c1=S	i	5	2	13	-22	i	-3	-1	-27
CCOc1cc(S(=O)(=O)NC2CCCC2)ccc1Cl	i	4	1	7	1	i	4	3	-6
CCOC(=O)c1cc(C(=O)Nc2cccc(C)c2)nn1C	i	-4	0	-10	7	i	-8	1	-5
Cc1sc2ncnc(SC(C)C#N)c2c1C (stereo not given)	i	6	3	6	-13	i	7	-3	0
O=C(CN1CCCC1)Nc1ccc(F)cc1	i	-14	3	11	8	i	-3	3	3
CCCCCCC(=O)N(O)C1CC(=O)N(c2ccc(Br)cc2)C1=O (stereo not given)	i	3	2	12	22	i	4	-5	21
CC(C)OC(=O)CN1C(=O)C(=O)c2ccccc21	i	3	1	-12	-3	i	-8	-7	6
S=C(NCc1cccnc1)Nc1ccc2c(c1)OCO2	i	-5	-5	13	-6	i	-3	2	1

Quoted at random: 5 compounds from above, in no set order.
SMILES	Rpn11 block	CSN inh	MT1-MMP act inh	SKN-1 block	PABP1 MLLE inh	Neddyl block	FAS TE block	Rin1-Abl PPI inh	NadD inh
Cc1cc(C)n(CC(C)C(=O)O)n1 (stereo not given)	i	-8	2	-12	19	i	-1	2	-5
O=C(CN1CCCC1)Nc1ccc(F)cc1	i	-14	3	11	8	i	-3	3	3
CSc1nc(NCC(C)O)c2c3c(sc2n1)CN(C)CC3 (stereo not given)	i	-2	-3	6	14	.	-2	-1	-10
OC1(c2ccc(Cl)cc2)CCN(Cc2cn[nH]c2-c2ccccc2)CC1	i	3	6	4	14	i	-7	1	-6
CC1CCN(S(=O)(=O)c2ccc(NC(=O)C3CCCCC3C(=O)O)cc2)CC1 (stereo not given)	i	-4	-1	-4	9	i	0	5	0

The list goes on.
SMILES	Rpn11 block	CSN inh	MT1-MMP act inh	SKN-1 block	PABP1 MLLE inh	Neddyl block	FAS TE block	Rin1-Abl PPI inh	NadD inh
CC(C)c1csc(CN2CCC(C(=O)Nc3cccc(-c4ccco4)c3)CC2)n1	i	9	-8	4	-13	i	8	-2	10
NNC(=O)c1cn2ccccc2n1	i	2	-17	-9	-3	i	-8	-7	-1
Cc1ccc(NC(=O)CC2COc3ccccc3O2)cc1 (stereo not given)	i	2	4	1	0	i	6	-4	2
Cc1cnc(C(=O)OCC(=O)NC2CCCCCC2)cn1	i	-10	-1	-2	-16	i	-2	6	3
Cc1ccc(NC(=O)C(=O)C2C(=O)Nc3ccccc32)cc1 (stereo not given)	i	-1	1	5	0	i	-5	0	-5
C[C@@H]1CN([C@H](C)CO)C(=O)Cc2cc(NC(=O)Nc3ccccc3)ccc2O[C@@H]1CN(C)C(=O)Nc1ccc2c(c1)OCO2	i	-2	5	-13	2	i	-7	2	7
Cc1c(Cl)cccc1NC(=S)C(=C([O-])c1ccc(Cl)s1)[n+]1ccccc1	i	6	0	3	3	i	5	2	9
[O-][n+]1cccc2c(Br)cc(Br)c(O)c21	+	5	8	4	5	i	8	5	10
CCCCn1nnnc1C1(C)CCC(=O)N1C1CC1 (stereo not given)	.	-3	3	-1	.	i	-11	.	-4
O=C(O)COc1ccc2c(c1)O/C(=C\c1ccco1)C2=O	i	32	0	3	10	i	-2	1	1
COc1cc2ccccc2cc1C(=O)Nc1ccc(N2CCN(C(=O)C(C)C)CC2)cc1	i	-1	-1	11	-5	i	12	-3	-2
CN(Cc1ccccc1)S(=O)(=O)c1ccc(Cl)c(C(=O)NCCCN2CCOCC2)c1	i	0	2	2	-36	i	-7	-1	-4
Cc1ccc(S(=O)(=O)N2C(=O)c3cccc4cccc2c34)cc1	i	1	-1	-4	8	i	11	3	-9
Cc1ccc(C(O)(C(=O)NNc2ccc3ccccc3n2)c2ccc(C)cc2)cc1	i	-7&-3	5&6	-4&3	13&-9	i	-4&1	0&-2	4&4
CC(C)CCN1CCN=C1N(C)C	i	2	-1	15	-2	i	-6	4	0
COC(=O)c1c(C(=O)OC)c(-c2ccccc2)n2c1CCC2	i	-3	-3	12	4	i	-7	-3	3
CC(C)(O)C#Cc1ccc(N2C(c3ccsc3)=Cc3ccc(F)cc3C2c2c[nH]c3ccccc23)cc1 (stereo not given)	.	3	-14	-12	.	i	12	.	28
CCOC(=O)C1CCCN(CCC(=O)Nc2cccc(C)c2)C1 (stereo not given)	i	-4	4	-1	6	i	-5	-3	-3
Oc1ccc(Cl)cc1CNCc1ccc(Cl)nc1	i	4	4	4	-2	i	-9	-2	-1
O=C(CC1SC(=O)N(c2ccccc2)C1=O)Nc1ccc(Cl)cc1 (stereo not given)	i	-1	3	5	24	i	-8	-1	3
Cc1cccc(C)c1OCC(N)C(C)C (stereo not given)	i	0	1	0	-120	i	-3	2	5
C=CCn1c(=NC(=O)C2CC2)sc2cc(NC(C)=O)ccc21	i	5	-1	11	-12	i	-1	-4	5
CCc1ccc(C(C)NC(=O)Cn2cnc3c(=O)n(C)c(=O)n(C)c32)cc1 (stereo not given)	i	0	-2	-1	4	i	-3	-1	4
CC1CCN(S(=O)(=O)c2ccc3ccccc3c2)CC1	i	3	-3	-16	-2	i	16	0	-8
Cc1cccc(/C=N/n2c(COc3ccccc3)n[nH]c2=S)c1	i	-1	-7	2	-36	i	6	-2	-1
CCOC(=O)CNC(=O)CN1C(=O)CC(c2ccco2)Sc2ccccc21 (stereo not given)	i	2	1	5	21	i	-1	1	-4
c1csc(-c2nc(NCC3CCCO3)c3ccccc3n2)c1 (stereo not given)	i	3	0	5	4	i	1	0	-2
CCn1cc(C(=O)NCc2ccc(OC)cc2)c(=O)c2ccc(C)nc21	i	3	1	8	7	i	3	0	1
COc1cc(C2/C(=C(\O)c3ccc4c(c3)OCCO4)C(=O)C(=O)N2c2nnc(C)s2)cc(OC)c1OC (stereo not given)	i	-1	1	-19	-15	i	-8	3	1
C[C@@H]1CN([C@H](C)CO)S(=O)(=O)c2ccc(C#CC3CCCCC3)cc2O[C@H]1CN(C)C(=O)Cc1ccncc1	.	7	0	17	-41	i	9	3	7
O=C(CSc1ccc2nnc(-c3ccncc3)n2n1)Nc1ccc2c(c1)OCCO2	i	-1	-3	-16	13	i	-4	-6	-5
CC(NC(=O)NC12CC3CC(CC(C3)C1)C2)c1ccc2c(c1)OCO2 (stereo not given)	i	-11	-3	3	-18	i	27	4	-7
O=C(NNc1nc(-c2ccccc2)cs1)c1ccc(F)cc1	i	-2	2	3	-6	i	-12	-4	-2
NS(=O)(=O)c1ccc(CCNc2ncnc3sccc23)cc1	i	6	-4	2	-24	i	-8	1	0
Cc1nn(C)c(=O)n1N(C)c1ncc(C(F)(F)F)cc1Cl	i	2	2	-14	-8	i	1	-4	-1
Cn1c(=O)c2c(SCc3cccnc3)nc(CC(C)(C)C)nc2n(C)c1=O	i	3	-8	22	1	i	25	-1	2
Cc1ccc(S(=O)(=O)N(CC(=O)NC2CC2)c2ccc(C)c(Cl)c2)cc1	i	-2	2	13	-1	i	5	1	-6
Cc1ccccc1CN(C)C1CCN(C)CC1	i	0	5	8	2	i	-6	-3	4
COc1ccc2c(c1)C(=NO)c1cc(OC)ccc1-2	i	0	-2	-9	0	i	-53	0	1
O=C(O)CC(c1ccc(Cl)cc1)N1C(=O)CCC1=O (stereo not given)	i	-2	1	3	-6	i	-7	3	1
